M1 PAM parental – nonselective activator or artifact in parental CHO-K1 calcium assay; ATP EC20, Fluo-8 calcium fluorescence; 0% at ATP EC20, 100% at ATP max; activation, % at 3 µM; 360,000 tested, 0.02% active;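 active = activation above the run cutoff, the mean activation of all test compounds plus 3 SD, cut at about 40% in these data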;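 note: peak over basal fluorescence ratio in a 140 s read after ATP addition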
TAAR1 antag – human TAAR1 antagonism; Q96RJ0; CHO RD-HGA16 TAAR1, Fluo-8 calcium fluorescence, antagonist; inhibition, % at 3 µM; 360,000 tested, 1.5% active; AID 624466;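 active = inhibition above a per-plate cutoff, the mean inhibition of test compounds on that plate plus 3 SD, cut at about 49% in these data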;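 note: 0% = DMSO plus EC80 beta-PEA response and 100% = DMSO alone without agonist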
Target sequence (Q96RJ0 whole entry, looked up): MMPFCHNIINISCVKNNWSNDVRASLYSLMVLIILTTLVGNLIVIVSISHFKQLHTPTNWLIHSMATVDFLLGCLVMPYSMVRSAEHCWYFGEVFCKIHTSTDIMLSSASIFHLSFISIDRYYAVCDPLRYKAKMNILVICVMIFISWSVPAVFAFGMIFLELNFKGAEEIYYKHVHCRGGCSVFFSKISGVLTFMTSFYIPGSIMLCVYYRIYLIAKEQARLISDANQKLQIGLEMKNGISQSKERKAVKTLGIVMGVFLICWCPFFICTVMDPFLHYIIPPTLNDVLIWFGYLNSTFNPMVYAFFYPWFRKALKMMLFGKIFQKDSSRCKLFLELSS
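Test system: CHO RD-HGA16 cells bearing hTAAR1 | Reagent: β-PEA, EC80 | Compound dosing: 3 µM, single point | Schedule: Dye loading 75 min at 37 °C, then 30 min room temperature | Signal: Calcium fluorescence with Fluo-8 | Evaluation: Percent inhibition of PEA-evoked calcium signal, max/basal emission ratio | Control set: DMSO-only wells and EC80 β-PEA-stimulated wells | Repeats: Singlicate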
CHO-K1 Ca antag – counter-screen for M1 antagonists: effect in parental CHO-K1 cells; ATP-induced calcium, Fluo-8 fluorescence; inhibition, % at 3 µM; 360,000 tested, 0.6% active; AID 602250;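 active = inhibition above a per-plate cutoff, the plate's mean sample inhibition plus 3 SD, cut at about 24% in these data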;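 note: 0% = DMSO plus EC80 ATP and 100% = DMSO alone without ATP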
CHRM1 agonist – agonists of human M1 muscarinic receptor; P11229; CHO-K1 hM1, Fluo-8 calcium fluorescence, agonist mode; 0% DMSO, 100% acetylcholine EC100; activation, % at 3 µM; 360,000 tested, 0.33% active;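 active = activation above the run's mean compound activation plus 3 SD, cut at about 16% in these data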;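 note: peak over basal fluorescence ratio within a 140 s kinetic read after compound addition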
Target sequence (P11229 whole entry, looked up): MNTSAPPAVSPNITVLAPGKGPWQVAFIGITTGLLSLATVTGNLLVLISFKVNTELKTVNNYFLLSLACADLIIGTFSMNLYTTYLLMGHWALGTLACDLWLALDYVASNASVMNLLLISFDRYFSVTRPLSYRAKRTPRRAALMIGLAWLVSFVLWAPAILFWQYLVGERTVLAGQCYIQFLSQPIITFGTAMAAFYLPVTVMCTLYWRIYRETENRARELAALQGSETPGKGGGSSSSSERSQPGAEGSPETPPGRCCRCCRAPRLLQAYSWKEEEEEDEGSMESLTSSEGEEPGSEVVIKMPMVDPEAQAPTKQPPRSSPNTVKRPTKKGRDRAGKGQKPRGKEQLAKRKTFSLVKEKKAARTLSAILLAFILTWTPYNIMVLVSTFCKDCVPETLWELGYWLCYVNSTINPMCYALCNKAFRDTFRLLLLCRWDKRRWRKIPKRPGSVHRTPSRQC
CHRM1 antagonist – human CHRM1 antagonism; 360,000 tested, 1.3% active; AID 588852; CHO-K1 hM1, Fluo-8 calcium fluorescence, ACh EC80 antagonist; inhibition, % at 3 µM;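 active = percent inhibition above its own plate's cutoff, namely the mean of that plate's compound wells plus 3 SD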;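 note: peak over basal fluorescence ratio during 140 s after agonist addition; 0% = ACh EC80 plus DMSO and 100% = DMSO alone without agonist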
M1 PAM – potentiates human M1 receptor response to acetylcholine. CHO-K1 hM1, Fluo-8 calcium fluorescence, ACh EC20; 0% = ACh EC20, 100% = maximal ACh. 360,000 tested, 0.088% active. activation, % at 3 µM. P11229; in the data active = activation above about 19%, passing the limit was not always enough
M1 ag parental – M1 agonist counterscreen hit in parental CHO-K1 cells; Fluo-8 calcium fluorescence; scaled to maximal ATP response, vehicle zero; activation, % at 3 µM; 360,000 tested, 0.48% active; in the data active = activation above about 15%;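 note: untransfected CHO-K1 host cells lacking M1 receptor as counterscreen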
TAAR1 ag – human TAAR1 agonism. activation, % at 3 µM. Q96RJ0. CHO RD-HGA16 TAAR1, Fluo-8 calcium fluorescence; vehicle wells 0%, saturating PEA agonist 100%. 360,000 tested, 0.99% active;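 active = activation above the mean activation of all test compounds in the run plus 3 SD, cut at about 38% in these data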
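test system = CHO RD-HGA16 cells carrying human TAAR1 plus Gα16 | schedule = 17-24 h seeding, 75 min 37 °C dye, 30 min RT | compound dosing = 3 µM single concentration | control set = DMSO and PEA EC100 | replicates = n 1 | signal = Fluo-8 fluorescence, 5 s baseline then 140 s kinetic read | measure = percent activation vs PEA EC100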
CHO parental Ca – counter-screen: ATP calcium response change in parental CHO cells | parental CHO-K1, ATP-induced calcium, Fluo-8 fluorescence | AID 463079 | inhibition, % at 5.6 µM | 330,000 tested, 0.63% active;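 active = inhibition above that plate's mean sample inhibition plus 3 SD, cut at about 26% in these data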;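 note: 0% = ATP-challenged DMSO wells and 100% = DMSO wells without ATP; some compounds past the cut are filed as inactive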
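test system = CHO parental line | reagent = ATP stimulus | measured by = intracellular calcium via Fluo-8 no-wash fluorescent dye | control set = ATP and no-ATP DMSO wells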
* marks the source's active call; other numbers are inactive results; . = not tested or not shown.

SMILES	M1 PAM parental	TAAR1 antag	CHO-K1 Ca antag	CHRM1 agonist	CHRM1 antagonist	M1 PAM	M1 ag parental	TAAR1 ag	CHO parental Ca
CCCOP(=O)(c1ccc(N(C)C)cc1)C(Nc1ccccc1)c1ccc(C)cc1 (stereo not drawn)	26	-19	-6	-5	-15	6	0.9	-2	-30
CC(=O)c1c(C)[nH]c(C2=NNC(=NC(C)(C)C)SC2)c1C	-2	14	1	-5	-7	7	0.1	3	-13
Cc1ccc(CNC(=O)CCc2c(C)[nH]c(=O)c(C#N)c2C)cc1	3	2	-11	-3	-2	4	1.5	0	2
O=C(COc1ccc(Cl)cc1)NCCc1ccccn1	16	-13	-10	-7	-10	10	0.9	3	-4
CCC(=O)N(C1=C(NC)C(=O)c2ccccc2C1=O)C(C)C	-3	4	3	-6	-7	1	0.1	2	-11
Cc1ccc(-c2nc(CNC(=O)c3ccco3)cs2)cc1	-4	4	-9	1	-2	-2	4.8	1	-16
CCOC(=O)COn1c(=O)c(=O)n(O)c2ccccc21	19	6	-11	-1	-31	1	0.4	3	-10
Cc1sc(NC(=O)C2=COCCO2)nc1-c1ccc(Br)cc1	-14	-15	3	-6	-11	-2	-0.4	2	-18
O=C(N/N=C1\CC2CC=CC12)c1ccc(Br)cc1 (stereo not drawn)	-11	-15	-4	0	8	-3	0.1	3	-5
COc1ccc(C(NC(=O)C2CCN(CCOc3ccc(Cl)cc3Cl)CC2)c2ccccn2)cc1 (stereo not drawn)	14	22	-9	2	-14	10	3.1	16	.
CCN(CC(=O)NCc1ccco1)S(=O)(=O)c1ccc(OC)cc1	-1	-2	3	-2	16	-3	-0.1	2	-9
Cc1ccc(S(=O)(=O)N2CCN(C(=O)C(Cc3ccccc3)NC(=O)c3ccccc3)CC2)cc1 (stereo not drawn)	13	28	-11	-5	19	-9	3.8	11	-15
COc1ccc(C(C)NC(=O)c2ccc(Br)cc2)cc1OC (stereo not drawn)	24	-14	-7	-7	-12	9	0.9	1	-21
O=C(CN(C(=O)CCC(=O)Nc1nccs1)c1ccc(F)cc1)NCc1ccccc1	1	-6	-14	-2	-5	6	1.3	0	-18
N#CC1=C(Nc2ccccc2)SC=C(c2ccccc2)N=C1N1CCOCC1	6	10	-6	-5	-4	1	0.5	3	.
Cc1oc(-c2ccccc2F)nc1CS(=O)(=O)CC(=O)NC1CCCC1	-7	-9	10	-1	33*	-14	6.5	0	-10
Cc1c(OCC(=O)NC2CCN(Cc3ccccc3)CC2)ccc2c3c(c(=O)oc12)CCC3	-6	-11	-12	-4	-1	-3	-0.1	0	-12
COc1ccc(S(=O)(=O)/N=C2/NC(=O)/C(=C\c3ccco3)S2)cc1	9	-6	-14	-6	-7	4	0.1	-1	-10
CCOc1ccccc1OCC(=O)N/N=C(\C)Cc1ccc(OC)cc1	-8	-20	5	-7	-2	-7	0.4	0	-11
O=c1oc(-c2cccc(S(=O)(=O)N3CCOCC3)c2)nc2ccccc12	10	-29	-4	0	-6	9	-0.3	16	0
COc1cc(OC)c(C(=O)Nc2ccc(N(C)C)cc2)cc1OC	19	2	-10	-5	-1	2	0.7	0	1
CC(C)Cc1ccc(CN2CCCC(NC(=O)CCN3CCCCC3=O)C2)cc1 (stereo not drawn)	15	-10	-13	-5	-1	-3	2.2	0	-19
COc1ccc(C(=O)Nn2c(SCc3ccc([N+](=O)[O-])cc3)nc3ccccc3c2=O)cc1	8	-14	-18	-1	2	-1	0.7	9	-1
COc1cccc(Cn2c(-c3nonc3N)nc3ccccc32)c1	2	-8	13	-4	1	1	-0.5	11	-20
COc1cccc(/C=N/NC(=O)c2ccc(-c3ccccc3)cc2)c1O	16	18	-24	-2	-14	5	1.9	7	0

Twelve of these compounds, reformatted.
SMILES,M1 PAM parental,TAAR1 antag,CHO-K1 Ca antag,CHRM1 agonist,CHRM1 antagonist,M1 PAM,M1 ag parental,TAAR1 ag,CHO parental Ca
O=C(CN(C(=O)CCC(=O)Nc1nccs1)c1ccc(F)cc1)NCc1ccccc1,1,-6,-14,-2,-5,6,1.3,0,-18
N#CC1=C(Nc2ccccc2)SC=C(c2ccccc2)N=C1N1CCOCC1,6,10,-6,-5,-4,1,0.5,3,.
Cc1oc(-c2ccccc2F)nc1CS(=O)(=O)CC(=O)NC1CCCC1,-7,-9,10,-1,33*,-14,6.5,0,-10
Cc1c(OCC(=O)NC2CCN(Cc3ccccc3)CC2)ccc2c3c(c(=O)oc12)CCC3,-6,-11,-12,-4,-1,-3,-0.1,0,-12
COc1ccc(S(=O)(=O)/N=C2/NC(=O)/C(=C\c3ccco3)S2)cc1,9,-6,-14,-6,-7,4,0.1,-1,-10
CCOc1ccccc1OCC(=O)N/N=C(\C)Cc1ccc(OC)cc1,-8,-20,5,-7,-2,-7,0.4,0,-11
O=c1oc(-c2cccc(S(=O)(=O)N3CCOCC3)c2)nc2ccccc12,10,-29,-4,0,-6,9,-0.3,16,0
COc1cc(OC)c(C(=O)Nc2ccc(N(C)C)cc2)cc1OC,19,2,-10,-5,-1,2,0.7,0,1
CC(C)Cc1ccc(CN2CCCC(NC(=O)CCN3CCCCC3=O)C2)cc1 (stereo not drawn),15,-10,-13,-5,-1,-3,2.2,0,-19
COc1ccc(C(=O)Nn2c(SCc3ccc([N+](=O)[O-])cc3)nc3ccccc3c2=O)cc1,8,-14,-18,-1,2,-1,0.7,9,-1
COc1cccc(Cn2c(-c3nonc3N)nc3ccccc32)c1,2,-8,13,-4,1,1,-0.5,11,-20
COc1cccc(/C=N/NC(=O)c2ccc(-c3ccccc3)cc2)c1O,16,18,-24,-2,-14,5,1.9,7,0

More entries
SMILES	M1 PAM parental	TAAR1 antag	CHO-K1 Ca antag	CHRM1 agonist	CHRM1 antagonist	M1 PAM	M1 ag parental	TAAR1 ag	CHO parental Ca
CSc1ccccc1NC(=O)c1noc(C)c1[N+](=O)[O-]	9	-13	-18	-3	4	-1	-0.1	0	4
COc1ccc(C2CC(c3ccccc3)=NN2c2ccc(S(N)(=O)=O)cc2)cc1 (stereo not drawn)	-11	15	0	-2	12	2	0.6	2	-6
COC(=O)C1=C(N)Oc2cc(C)n(CC3CCCO3)c(=O)c2C1c1ccccc1OC (stereo not drawn)	3	-13	2	-4	-4	8	-0.3	-1	-13
Cn1nccc1NC(=O)CC(CC(=O)O)c1ccccc1 (stereo not drawn)	21	-13	-8	0	-4	2	13	1	-11
Cc1cccc2cc(CNCC3CCCO3)c(Cl)nc12 (stereo not drawn)	1	-10	-7	-10	-6	5	0.8	0	-19
CC(C)(C)CC(C)(C)SSc1n[nH]c(=S)s1	3	4	-4	0	-23	17	0.0	1	.
CCOCCCNC(=O)c1ccc(CS(=O)(=O)c2cccc(C(F)(F)F)c2)o1	-5	-9	-8	-4	-5	3	0.1	2	-4
Cc1ccc(CNC(=O)C2CC(c3cccc([N+](=O)[O-])c3)=NO2)o1 (stereo not drawn)	16	0	-6	-3	-1	8	0.9	6	-2
COc1cc(/C=N/NC(=O)c2cc(-c3ccccc3C)nc3ccccc23)cc(OC)c1O	15	1	-2	-6	2	0	3.0	8	-13
Cc1ccnc(SCc2cc(=O)c(OC(=O)c3cc([N+](=O)[O-])ccc3Cl)co2)n1	20	-11	-8	-3	-8	6	0.4	0	-6
CC(=O)Nc1ccc(-n2c(C)ccc2-c2ccccc2)cc1	-3	-11	7	1	-17	15	-0.1	4	-6
CCCCC(CC)CNC(=O)C1C2C=CC(C2)C1C(=O)O (stereo not drawn)	2	49*	-5	-4	-9	2	0.4	78*	-3
Cc1ccccc1OCCC(=O)Nc1ccc(F)c(Cl)c1	7	19	2	-9	18	-15	4.3	13	-16
Cc1cccc(NNC(=S)Nc2c(C)cccc2C)c1	2	-7	5	-2	-5	0	-0.7	-4	-12
CC(=O)Nc1ccc(S(=O)(=O)N(C)CC(=O)N(C)Cc2sccc2C)cc1	17	-7	-22	-4	-11	9	0.9	4	-12
c1ccc(CCNc2ccc3nncn3n2)cc1	13	9	-5	-1	5	2	0.2	7	3
CC1(C)c2ccccc2N2CC(=O)N[C@@]21/C=C/C=C/c1ccccc1	-1	-48	8	-5	-4	6	0.7	3	-13
COc1ccc(C(=O)N2CCN(c3nnnn3-c3ccccc3)CC2)cc1OC	19	2	-6	-6	0	4	1.0	1	-12
COc1ccc(NCc2cc3cc(OC)ccc3[nH]c2=O)cc1	9	-31	-21	-5	-28	5	0.2	0	-22
O=C(Nc1cccc(O)c1)c1cccc(S(=O)(=O)N2CCCC2)c1	9	19	-4	-7	-16	-5	0.1	11	-6
COc1ccc(C(=O)C2CCCN(Cc3cc(Cl)ccc3O)C2)c(OC)c1 (stereo not drawn)	0	-24	-3	-10	0	-9	0.8	0	-9
C[C@H](CO)N1C[C@H](C)[C@@H](CN(C)C(=O)NC2CCCCC2)Oc2ncc(Br)cc2C1=O	7	0	-10	-5	-11	7	-0.2	1	.
NC(=O)c1c(NC(=O)Cn2cnc([N+](=O)[O-])n2)sc2c1CCCC2	0	-19	-10	-1	-9	8	0.4	2	3
CC(=O)C1=C(O)C(=O)N(c2ccccn2)C1c1ccc(C)cc1 (stereo not drawn)	10	-6	-8	-4	-22	13	-0.1	1	-8
Cn1c(CCC(=O)OCC(=O)NCc2ccccc2Cl)nc(=O)c2ccccc21	18	7	-25	-7	-10	5	0.1	0	-12
SMILES	M1 PAM parental	TAAR1 antag	CHO-K1 Ca antag	CHRM1 agonist	CHRM1 antagonist	M1 PAM	M1 ag parental	TAAR1 ag	CHO parental Ca
CC1=CC(C)(C)N=C(Nc2ccc(C)cc2)S1	7	1	-20	-10	58*	-36	0.5	18	-18
COc1ccc([C@H]2CC(=O)C=C(c3ccccc3-c3ccccc3)C2)cc1	16	-7	-15	-3	7	-5	0.7	12	-30
Cc1[nH]c(C)c(S(=O)(=O)N(Cc2ccccc2)C(C)(C)C)c1C(=O)N1CCCC1	18	-11	-10	-2	2	1	1.5	0	-4
CCC1(CC)C(=O)NN(c2ccccc2)C1=O	1	-15	-3	-3	-5	2	-0.5	6	-1
COC(=O)c1ccc(C2SCC(=O)N2Cc2ccccc2)cc1 (stereo not drawn)	15	.	-4	-8	6	-10	9.2	.	-8
CCC1C(c2ccccc2)=CCC(C(=O)O)C1C (stereo not drawn)	7	-13	-15	1	-17	15	0.4	1	.

Assay outcomes as filed in PubChem.
